Yeast growth inh – growth inhibitors of yeast BB579 in restrictive medium, primary screen, yeast lifespan-shortening project, S. cerevisiae. actives 0.51% (n = 140,000). inhibition, % at 10 µM. OD615, 48 h;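 active means inhibition above a set limit, 3 SD over the mean compound inhibition, cut at about 44% in these data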; further: inactives centre near -24
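Assay system – yeast BB579 (DeaD) · Dosing – single compound dose of 10 µM, 0.25% DMSO final · Detection – OD615 turbidity measurement · Buffer or medium – CSMM-D restrictive synthetic medium containing dextrose (glucose) · Benchmarks – positive control amphotericin B 10 µg/mL · Incubation – 48 h exposure, 30 °C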
MRP1 act – H69AR viability gain despite doxorubicin, primary screen, MRP-1 activator project, H69AR cells, CellTiter-Glo. viability rescue. viability increase, % at 10 µM. actives 0.61% (n = 140,000). AID 799, 2007;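 active means viability gain under doxorubicin at or above a set limit, the compound median plus 3 SD, cut at about 4.7% in these data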;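 further: MRP-1 overexpressing cells given doxorubicin 25 µM after compound pretreatment; 18-22 h compound pretreatment then 72 h with doxorubicin before readout; 0% = doxorubicin-only wells and 100% = vehicle-treated cells without doxorubicin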
HCT116 PTEN-null – growth suppression of PTEN-null HCT116, primary screen, cell-based, CellTiter-Glo; HCT116 PTEN-null viability, 60 h; active compounds read low; viability, % at 10 µM; actives 1.2% (n = 140,000);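 active means viability at or below a set limit, 4 SD under the median of all tested compounds, cut at about 3.7% in these data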;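 further: PTEN knockout HCT116 line with beta catenin targeted HCT116 as companion control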
GALR2 blocker – GALR2 antagonists in receptor-expressing cells, primary screen. Galanin receptor type 2 (Homo sapiens), O43603. antagonist mode. inhibition, % at 4 µM. actives 0.39% (n = 140,000). AID 828, 2007; in the data active means inhibition above about 27%;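 further: cells stimulated with galanin 1-16 at roughly its EC80; 0% = agonist challenge control and 100% = basal control without agonist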
Target sequence (O43603 whole entry, looked up): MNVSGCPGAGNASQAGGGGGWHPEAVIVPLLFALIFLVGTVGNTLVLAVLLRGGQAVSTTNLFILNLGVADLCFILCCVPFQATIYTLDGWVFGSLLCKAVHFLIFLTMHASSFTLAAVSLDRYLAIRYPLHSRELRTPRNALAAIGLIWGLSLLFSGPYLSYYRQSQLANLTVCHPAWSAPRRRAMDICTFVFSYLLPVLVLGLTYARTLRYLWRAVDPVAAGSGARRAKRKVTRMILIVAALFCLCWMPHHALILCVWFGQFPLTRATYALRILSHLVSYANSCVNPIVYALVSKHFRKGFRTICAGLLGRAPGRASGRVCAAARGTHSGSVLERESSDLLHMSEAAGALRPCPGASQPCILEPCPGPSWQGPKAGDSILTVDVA
Yeast life ext – compounds extending yeast replicative lifespan, primary screen, S. cerevisiae, OD615; AID 775, 2007; S. cerevisiae growth with nicotinamide; deaD strain in restrictive glucose medium; inhibition of the nicotinamide effect, % at 10 µM; actives 0.68% (n = 130,000);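 active means inhibition above a set limit, placed 3 SD over the median of all compounds, cut at about 26% in these data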;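 further: 0% = nicotinamide-treated wells and 100% = cells grown without nicotinamide; some compounds called inactive have numbers as strong as hits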
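Assay system: engineered S. cerevisiae DeaD replicative-lifespan strain, galactose-grown log-phase cells; Buffer or medium: CSMM-D glucose medium, restrictive; Probe or stimulus: nicotinamide 1.5 mM; Compound: single dose 10 µM compound, 0.25% DMSO; Schedule: 4 h preincubation then 48 h treatment at 30 °C; Technique: OD615 measurement.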
NPY Y2 blocker – NPY-Y2 receptor antagonists, primary screen, cell-based; Neuropeptide Y receptor type 2 (Homo sapiens), P49146; NPY-Y2 expressing cells, antagonist mode; inhibition, % at 2.7 µM; actives 0.99% (n = 140,000); in the data active means inhibition above about 17%;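 further: 0% = vehicle with agonist challenge and 100% = reference antagonist with challenge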
Target sequence (P49146 whole entry, looked up): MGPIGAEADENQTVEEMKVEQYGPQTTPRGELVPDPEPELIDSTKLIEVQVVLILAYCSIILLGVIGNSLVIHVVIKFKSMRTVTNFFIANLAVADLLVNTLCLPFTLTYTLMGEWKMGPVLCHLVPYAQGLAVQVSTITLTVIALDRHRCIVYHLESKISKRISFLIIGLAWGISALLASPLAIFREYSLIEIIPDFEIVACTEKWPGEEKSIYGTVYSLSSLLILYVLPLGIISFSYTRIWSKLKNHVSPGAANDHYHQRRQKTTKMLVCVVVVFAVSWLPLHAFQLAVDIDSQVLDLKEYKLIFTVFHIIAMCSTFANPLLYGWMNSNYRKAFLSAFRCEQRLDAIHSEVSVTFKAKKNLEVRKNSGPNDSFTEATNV
E-sel TNF inh – E-selectin induction blockers in HUVEC – imaging, immunofluorescence, high content, primary screen; HUVEC TNFa-induced E-selectin immunofluorescence; inhibition, % at 2 µM; actives 0.71% (n = 120,000); AID 1246, 2008;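 active means inhibition above the batch mean plus 3 SD, and confirmed as a hit on visual image review, cut at about 43% in these data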;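 further: 0% = TNF-stimulated DMSO wells and 100% = unstimulated control wells; not every result past the cut was called active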
HCT116 bCat-KO – primary screen for growth suppressors in beta-catenin knockout HCT116 cells (colon tumor, human); HCT116 beta-catenin knockout viability, CellTiter-Glo, 60 h; active compounds read low; viability, % at 10 µM; actives 1.5% (n = 140,000); AID 818, 2007;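 active means viability at or under a set limit, the compound median less 4 SD, cut at about 6% in these data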;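 further: 0% = Hyamine 1622 control at 20 µM and 100% = untreated cell control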
Phagocyt inh – inhibitors of macrophage phagocytosis, primary screen, imaging, J774A.1 cells, IgG beads; J774A.1 macrophage IgG-bead phagocytosis; inhibition, % at 5 µM; actives 0.07% (n = 110,000); AID 1029, 2008;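 active means inhibition above the mean of the plate negative controls plus 5 SD, cut at about 13% in these data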;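 further: phagocytic index as fraction of beads internalized from green versus red external bead signal; plate controls were DMSO negative control for no effect and cytochalasin-D positive control for full effect; some results beyond the cut were filed as inactive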
Measles CPE – compounds protecting cells from measles virus cytopathic effect, primary screen, measles RdRp inhibitor project, single point, MLSMR library, absorbance | Measles virus-infected cells, CPE protection | protection (pct of control), % at 4 µM | actives 1.5% (n = 140,000) | AID 841, 2007; in the data active means protection mostly above about 24%, no sharp cut-off; inactive means mostly below about 26%; further: some compounds called inactive have numbers as strong as hits
Active calls of the source: *; . = no result given; & = joins results of further samples.

SMILES	Yeast growth inh	MRP1 act	HCT116 PTEN-null	GALR2 blocker	Yeast life ext	NPY Y2 blocker	E-sel TNF inh	HCT116 bCat-KO	Phagocyt inh	Measles CPE
CCOC(=O)c1csc(NC(=O)c2cc(OC)c(OC)c(OC)c2)n1	-12	-4.4	78	3	-7	-3	-6	72	0	4
CCOc1ccc(C(=O)/C=C/c2ccc(SC)cc2)cc1	-43	-5.5	29	2	-25	9	-49	24	.	6
CCOc1ccc(NS(=O)(=O)c2cc(NC(=O)c3cccc(C)c3)ccc2Cl)cc1	-27	-3.3	10	14	2	7	.	14	-15	3
CC(C)(C)NC(=O)/C(=C\c1ccco1)NC(=O)c1cccs1	-24	-1.0	99	10	4	1	.	92	-13	2
Cc1ccc(NC2c3ncccc3C(=O)N2C2CCCCC2)cc1C (configuration not stated)	-24	-0.7	84	14	0	0	-18	90	-1	3
Nc1ccc(Oc2ccc([N+](=O)[O-])cc2[N+](=O)[O-])cc1	-25	-3.0	87	-5	-8	1	7	75	.	7
CSc1cnc2c(=O)[nH]c(=O)n(C)c2n1	-19	-1.6	94	-15	4	1	-6	99	-1	15
CN(Cc1ccccc1)S(=O)(=O)c1ccc(S(=O)(=O)N(Cc2ccc(F)cc2)C2CCCC2)cc1	-3	-3.3	88	-3	-10	-1	-21	85	0	2
N#CC(C#N)=Cc1cc2ccccc2nc1N1CCOCC1	-40	-0.7	95	3	13	3	.	94	-15	16
N#Cc1ccc(-c2csc(NC(=O)C3CC3)n2)cc1	-12	3.1	90	2	-6	3	.	99	0	14
CCOC(=O)CNC(=O)CSc1ncnc2c1cnn2Cc1ccccc1	-8	-1.0	82	-3	-9	0	-20	64	3	11
Nc1c(C(=O)c2ccccc2)oc2ccccc12	-13	-1.0	96	-3	-17	0	10	96	-1	17
CC(=O)N=c1sc(C(C)(C)C)c(C)n1C	-43	0.0	103	7	2	4	15	92	0	6
COc1cc(C2CC(=O)c3cnc(NC(=O)COc4ccccc4)nc3C2)cc(OC)c1OC (configuration not stated)	-71	-0.7	109	5	3	1	4	112	-1	8
COc1ccc(OC)c(S(=O)(=O)N2CCN(C)CC2)c1	-14	-1.0	104	10	-7	6	-26	87	1	1
CCN1CCN(C(=O)C2CC(c3ccc(F)cc3)=NO2)CC1 (configuration not stated)	-19	-1.6	102	1	-1	0	-72	90	-1	15
Cc1ccc(C)c(SCC(=O)Nc2nnc(-c3ccccc3)o2)c1	-26	-1.7	83	3	-8	2	13	87	0	5
CCOc1ccc(C(=O)OCC(=O)Nc2cc(C)on2)cc1OCC	-62	-0.5	96	0	-4	1	-9	91	2	6
O=C(Nc1ccccc1)c1ccc(OC(=O)c2cc3ccccc3o2)cc1	-36	0.1	95	3	10	-1	-32	89	-1	2
CCOC(=O)c1ccc2nc(NC(=O)c3cccs3)sc2c1	-36	-3.6	69	3	-7	1	12	74	.	8
CCC(=O)NC(NCC1CCCO1)C(Cl)(Cl)Cl (configuration not stated)	-28	-2.4	79	-15	-8	-1	-24	85	.	4
O=C(Oc1ccc(Br)cc1C(=S)N1CCCC1)c1ccccc1Cl	-10	-1.2	96	-1	-7	10	-15	93	.	9
Cc1ccc2c(c1)-c1c(ssc1=S)C(C)(C)N2C(=O)CSc1nncn1C	-30	-3.4	63	5	-9	2	-1	67	1	14
O=C(NCc1ccco1)c1cnn2c1NC(c1ccc(Br)cc1)CC2C(F)(F)F (configuration not stated)	5	-2.5	75	-8	-3	0	10	86	0	21
O=S(=O)(NC1CC2CCC1C2)c1ccc(Br)s1 (configuration not stated)	98*	-1.3	65	1	-29	0	-10	53	0	20

Full records, looked up by structure.
O=C(Oc1ccc(Br)cc1C(=S)N1CCCC1)c1ccccc1Cl in the list: Yeast growth inh = -10; MRP1 act = -1.2; HCT116 PTEN-null = 96; GALR2 blocker = -1; Yeast life ext = -7; NPY Y2 blocker = 10; E-sel TNF inh = -15; HCT116 bCat-KO = 93; Phagocyt inh = .; Measles CPE = 9
O=C(NCc1ccco1)c1cnn2c1NC(c1ccc(Br)cc1)CC2C(F)(F)F (configuration not stated) in the list: Yeast growth inh = 5; MRP1 act = -2.5; HCT116 PTEN-null = 75; GALR2 blocker = -8; Yeast life ext = -3; NPY Y2 blocker = 0; E-sel TNF inh = 10; HCT116 bCat-KO = 86; Phagocyt inh = 0; Measles CPE = 21
CCN1CCN(C(=O)C2CC(c3ccc(F)cc3)=NO2)CC1 (configuration not stated) in the list: Yeast growth inh = -19; MRP1 act = -1.6; HCT116 PTEN-null = 102; GALR2 blocker = 1; Yeast life ext = -1; NPY Y2 blocker = 0; E-sel TNF inh = -72; HCT116 bCat-KO = 90; Phagocyt inh = -1; Measles CPE = 15

Next section
SMILES	Yeast growth inh	MRP1 act	HCT116 PTEN-null	GALR2 blocker	Yeast life ext	NPY Y2 blocker	E-sel TNF inh	HCT116 bCat-KO	Phagocyt inh	Measles CPE
Cn1c(=O)c2cc(S(=O)(=O)NC(C(=O)NCc3cccnc3)c3ccccc3)ccc2n(C)c1=O (configuration not stated)	13	-0.7	101	5	-7	-3	.	97	0	12
Nc1ccc(S(=O)(=O)c2ccc(Cl)cc2)cc1	20	-3.6	107	3	-6	-2	14	97	0	17
O=C(CCN1C(=O)CSC1=O)Nc1ccc(Br)cc1	-21	0.1	92	12	.	-1	-20	101	.	4
O=C(O)c1ccc(NS(=O)(=O)/C=C/c2ccccc2)cc1O	-28	-3.2	96	-9	-23	-1	1	93	0	3
Cc1cc(NC(=O)CCC2CCCC2)no1	-25	0.8	103	0	-7	3	-23	95	-3	8
COC(=O)c1c(NC(=O)CC2SC(N)=NC2=O)sc2c1CCC(C)C2 (configuration not stated)	-19	-3.5	81	-8	-6	1	.	90	-1	11
C1CCC(OCCN2CCN(CCOC3CCCCC3)CC2)CC1	-22	-1.4	99	-13	0	1	-10	91	1	3
CO/N=C/NC(=O)c1ccc([N+](=O)[O-])c(CS(=O)(=O)c2ccc(Cl)cc2)c1	-24	-3.5	88	15	-21	2	-44	95	2	6
CCN1CCCC1CNC(=O)CSc1cc(=O)n(C)c2cc(Cl)ccc12 (configuration not stated)	-28	-2.8	97	10	-6	2	.	88	0	2
O=C(c1cccc2ccccc12)N1CCN(CC2CC=CCC2)CC1 (configuration not stated)	-4	0.3	86	2	16	2	26	91	0	8
O=C(CCn1c2c(c3ccccc31)CCCC2)NNC(=O)c1ccc(Cl)c([N+](=O)[O-])c1	-11	-5.4	92	1	-3	-1	14	85	-5	6
CC(=O)Nc1ccc(S(=O)(=O)N2CCC(NC(=O)C(Cc3cccn3C)NC(C)=O)CC2)cc1 (configuration not stated)	0	-0.6	94	-6	-13	1	-26	91	-1	41
CCOC(=O)C1CCN(C(=O)/C=C/c2cc(OC)c(OC)c(OC)c2)CC1	-13	-2.8	92	15	-1	-1	-7	95	.	18
CCOc1cc(/C=N\NC(=O)c2ccc(NC(=O)C(C)(C)C)cc2)ccc1OC(=O)c1cccc(C)c1	-33	-4.8	35	0	-2	5	-60	41	-1	9
CCn1nnnc1SCC(=O)Nc1ccc(OCc2ccccc2)cc1	-30	-3.8	90	-5	0	2	7	83	.	3
Cn1c(SCc2nc(-c3ccc(Br)cc3)no2)nnc1-c1ccco1	6	-2.8	84	-8	-2	12	0	87	.	37
CCc1ccc(NC(=O)CCn2c(=O)oc3ccccc32)cc1	-31	0.8	104	2	-4	1	.	98	-4	10
Oc1ccccc1C1=Nc2nc3ccccc3n2C(c2ccccc2)C1 (configuration not stated)	-53	-6.4	62	5	-11	12	-21	82	-1	11
O=C(O)COc1ccc(Cl)cc1CO	-12	-3.6	91	-2	-19	0	-8	95	0	3
O=C(CSCc1c(F)cccc1Cl)NCC1CCCO1 (configuration not stated)	-36	-3.2	95	-11	-14	0	-16	96	.	33
CC1(C)Cc2c(sc3nnn(Cc4ccccc4)c(=O)c23)CO1	-32	2.8	81	-6	-1	1	-16	80	-10	21
Cc1ccc(-n2nc(C)c(C(C)(O)C(F)(F)F)c2N)cc1 (configuration not stated)	16	-2.4	105	-4	8	2	.	86	-4	12
O=C(c1cc2ccccn2n1)N1CCCC1	-15	-0.1	108	-20	-7	6	.	97	.	10
CCC(=O)Nc1cccc(NC(=O)CSc2nnc(C(C)C)n2CC)c1	-26	-0.8	108	9	-7	-1	8	110	0	11
CSc1nc2ccccc2n1CC(=O)Nc1ccccc1	-26	-4.0	85	-3	-24	4	29	95	-1	7

More structures follow:
SMILES	Yeast growth inh	MRP1 act	HCT116 PTEN-null	GALR2 blocker	Yeast life ext	NPY Y2 blocker	E-sel TNF inh	HCT116 bCat-KO	Phagocyt inh	Measles CPE
Cc1ccc(-c2noc(CNCCCN(C)C)n2)cc1	27	-1.1	105&101	-13	-16	2	-25	89	0	4
CCOC(=O)CSc1nc2ccccc2n1C(=O)OCC	-33	-0.9	101	2	-7	3	2	94	1	10
CCOP(=O)(OCC)C(Nc1cccc(C)c1)c1ccc(F)cc1 (configuration not stated)	10	0.4	96	-1	-2	6	34	86	-2	11
CCc1ccc(N=CC2=C(O)CC(c3ccco3)CC2=O)cc1 (configuration not stated)	-12	0.3	106	-3	-11	5	-28	97	1	3
Cc1ccc(C)c(N2CCN(C(c3ccc(N(C)C)cc3)c3nnnn3C(C)(C)C)CC2)c1 (configuration not stated)	3	-1.0	69	4	.	3	-5	78	.	9
O=P1(O)C=C(c2ccccc2)NC(c2ccccc2)=C1	-13	-0.7	98	-12	-2	5	-7	91	.	9

Grouped by structure, the compounds so far with a COOH group
SMILES	Yeast growth inh	MRP1 act	HCT116 PTEN-null	GALR2 blocker	Yeast life ext	NPY Y2 blocker	E-sel TNF inh	HCT116 bCat-KO	Phagocyt inh	Measles CPE
O=C(O)c1ccc(NS(=O)(=O)/C=C/c2ccccc2)cc1O	-28	-3.2	96	-9	-23	-1	1	93	0	3
O=C(O)COc1ccc(Cl)cc1CO	-12	-3.6	91	-2	-19	0	-8	95	0	3

Filtered by structure: the entries above containing a nitro group on carbon (3)
SMILES	Yeast growth inh	MRP1 act	HCT116 PTEN-null	GALR2 blocker	Yeast life ext	NPY Y2 blocker	E-sel TNF inh	HCT116 bCat-KO	Phagocyt inh	Measles CPE
Nc1ccc(Oc2ccc([N+](=O)[O-])cc2[N+](=O)[O-])cc1	-25	-3.0	87	-5	-8	1	7	75	.	7
CO/N=C/NC(=O)c1ccc([N+](=O)[O-])c(CS(=O)(=O)c2ccc(Cl)cc2)c1	-24	-3.5	88	15	-21	2	-44	95	2	6
O=C(CCn1c2c(c3ccccc31)CCCC2)NNC(=O)c1ccc(Cl)c([N+](=O)[O-])c1	-11	-5.4	92	1	-3	-1	14	85	-5	6

Compound activity as filed in PubChem.
